ZTA DNA inh = blocks Epstein-Barr virus ZTA, an EBNA-1 counter-screen; inhibition, % at 11 µM; ZTA-DNA binding, fluorescence polarization; P03206; 320,000 compounds, 0.15% hits; in the data active = inhibition above about 33%
Target sequence (P03206 whole entry, looked up): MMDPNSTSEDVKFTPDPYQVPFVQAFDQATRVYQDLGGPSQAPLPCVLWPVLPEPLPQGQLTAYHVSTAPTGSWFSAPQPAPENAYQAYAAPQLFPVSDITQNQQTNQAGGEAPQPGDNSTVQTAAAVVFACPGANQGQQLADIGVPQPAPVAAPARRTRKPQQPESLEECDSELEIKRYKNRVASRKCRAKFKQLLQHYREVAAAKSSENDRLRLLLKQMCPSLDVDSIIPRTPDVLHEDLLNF
EBNA-1 inh = EBNA-1 DNA-binding inhibitors, primary screen, biochemical, fluorescence polarization | AID 1950, 2009 | inhibition, % at 14.8 µM | 300,000 compounds, 0.34% hits; in the data active = inhibition above about 28%
CTSL1 counter = Fasciola hepatica cathepsin L1 inhibitors, primary screen, counter-screen for PFM18AAP inhibitor project, biochemical, QFRET, fluorogenic peptide substrate. AID 1906, 2009. recombinant F. hepatica cathepsin L1, Z-Leu-Arg-MCA fluorescence. inhibition, % at 5.96 µM. 300,000 compounds, 0.49% hits;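 active = inhibition above the mean of all tested compounds plus 3 SD, set per screening campaign, cut at about 17% in these data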;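 note: 0% = plate median of test compound wells and 100% = 1 µM Z-Phe-Ala-diazomethylketone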
core dimer inh = inhibitors of HCV core protein dimerization, primary screen, biochemical, TR-FRET, high-throughput; TR-FRET GST/Flag-core106 dimerization, 1536-well; inhibition, % at 5 µM; 300,000 compounds, 0.33% hits; AID 1899, 2009;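 active = inhibition above the mean of all tested compounds plus 3 SD, set per screening campaign, cut at about 45% in these data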
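Test system: GST/Flag-tagged HCV core106 proteins; Medium: KF-containing HEPES buffer, pH 7.45, DTT, CHAPS, BSA; Times: compound-protein-antibody incubation 4 h at 22.5 °C; Detection: TR-FRET 671 and 617 nm emission; Benchmarks: wells lacking GST-core106 and wells with excess unlabelled core106.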
PP1 counter = PP1-alpha phosphatase inhibitors, primary screen, counter-screen for PP5 inhibitor project, biochemical, fluorescence, OMFP substrate, single point; purified PP1alpha; inhibition, % at 6.7 µM; 320,000 compounds, 0.9% hits; AID 2235, 2010;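 active = inhibition above the mean inhibition of all tested compounds plus 3 SD, computed separately for each screening campaign, cut at about 15% in these data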
Target sequence (P62136 whole entry, looked up): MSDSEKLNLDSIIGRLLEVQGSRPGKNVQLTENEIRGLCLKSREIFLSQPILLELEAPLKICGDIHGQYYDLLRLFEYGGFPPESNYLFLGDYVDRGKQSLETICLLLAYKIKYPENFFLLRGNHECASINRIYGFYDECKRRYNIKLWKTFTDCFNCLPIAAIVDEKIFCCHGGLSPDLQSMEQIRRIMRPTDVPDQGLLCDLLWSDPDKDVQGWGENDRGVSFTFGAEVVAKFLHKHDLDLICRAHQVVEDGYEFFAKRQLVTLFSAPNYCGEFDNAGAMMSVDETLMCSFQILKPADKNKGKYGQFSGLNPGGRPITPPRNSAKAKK
CR mimetic SO = reduction of superoxide in aged yeast, primary screen, HTS | S. cerevisiae aged cells, superoxide DHE fluorescence; hits give low values | superoxide response (% of plate mean), % at 10 µM | 330,000 compounds, 0.18% hits | AID 2690, 2010;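 active = superoxide response under a set limit, about three screen SD below normal, cut at about 65% in these data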;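 note: yeast aged for seven days with compound at 30 °C before DHE staining; 100% = average MFI of all compound-treated wells on the plate with controls excluded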
TPT1 inhibitor = Candida albicans TPT1 enzyme inhibitors, primary screen, biochemical, fluorescence polarization | AID 1962, 2009 | recombinant caTPT1, FP RNA substrate dephosphorylation | tRNA 2'-phosphotransferase TPT1 (Candida albicans SC5314) | 300,000 compounds, 0.81% hits | inhibition, % at 5 µM;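 active = inhibition above the mean of all tested compounds plus 3 SD, set per screening campaign, cut at about 24% in these data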;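 note: plate controls were DMSO alone for no effect and ferristatin control at 100 nM for full effect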
GASC-1 inh = inhibitors of GASC-1 histone demethylase, primary screen, biochemical, fluorescence, DELFIA europium. Lysine-specific demethylase 4C (Homo sapiens), Q9H3R0. AID 2099, 2009. GST-JMJD2C(1-420) H3K9me3 demethylation. inhibition, % at 2.35 µM. 330,000 compounds, 0.069% hits;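 active = more than half of a compound's replicate wells show inhibition beyond 50%, single wells judged on their own value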;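 note: signal counts dimethyl H3K9 product captured on neutravidin plate; 0% = median of DMSO wells and 100% = 0.3 times that DMSO median; strong numbers were not always called active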
Target sequence (Q9H3R0 1-420 limits assumed): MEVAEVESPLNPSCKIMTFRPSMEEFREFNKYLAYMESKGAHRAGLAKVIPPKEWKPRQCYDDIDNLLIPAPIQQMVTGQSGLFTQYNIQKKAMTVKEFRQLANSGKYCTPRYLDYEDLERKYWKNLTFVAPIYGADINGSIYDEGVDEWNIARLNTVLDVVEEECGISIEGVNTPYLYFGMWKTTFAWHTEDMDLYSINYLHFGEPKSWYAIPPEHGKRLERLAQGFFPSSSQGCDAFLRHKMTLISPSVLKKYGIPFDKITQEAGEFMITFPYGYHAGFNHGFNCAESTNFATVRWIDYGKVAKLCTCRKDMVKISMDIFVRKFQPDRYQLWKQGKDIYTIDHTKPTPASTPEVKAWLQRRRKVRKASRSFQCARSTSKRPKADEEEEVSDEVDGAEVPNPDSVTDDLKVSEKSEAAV
PP5 inh = PP5 phosphatase inhibitors, primary screen, biochemical, fluorescence; purified PP5c, OMFP substrate fluorescence; inhibition, % at 6.7 µM; 320,000 compounds, 0.18% hits; AID 1987, 2009;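 active = inhibition above the campaign's mean inhibition across all tested compounds plus 3 SD, cut at about 9.5% in these data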;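 note: 0% = DMSO only and 100% = 100 µM cantharidin control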
Starred values were filed as active, the others as inactive; · = no result given. Outcome played no part in choosing rows, and some 3.1% of all compounds hit somewhere here.

SMILES	ZTA DNA inh	EBNA-1 inh	CTSL1 counter	core dimer inh	PP1 counter	CR mimetic SO	TPT1 inhibitor	GASC-1 inh	PP5 inh
O=C(NCc1cccs1)c1ccc(CS(=O)Cc2cccc(Cl)c2)o1 (configuration not stated)	4	5	-1	-3	-2	114	1	-11	-0.4
O=C(N/N=C/c1cccnc1)c1cccc(NC(=O)c2cccc(Br)c2)c1	8	-10	-1	-7	4	85	-3	-1	4.0
CC(N=C(NS(=O)(=O)c1ccc(Cl)cc1)c1ccccc1)C(=O)O (configuration not stated)	-21	-2	-4	-4	-2	100	-4	8	-0.2
Cc1cc(Cl)ccc1OCC(=O)N/N=C1\CCCc2ccccc21	-11	-2	7	3	3	117	-1	5	2.8
Cc1nc(C)c(CC(=O)N/N=C/c2ccc(O)cc2)c(=O)[nH]1	6	-6	0	-4	-2	105	1	-5	2.1
O=C1c2cccc3cccc(c23)C(=O)N1CCCc1n[nH]c(=S)n1-c1ccccc1	-1	-5	-1	-5	0	110	3	-4	2.3
CC(=O)Nc1cc(NC(C)=O)cc(C(=O)OCC(=O)c2ccc3c(c2)NC(=O)CO3)c1	-5	-3	-4	4	-3	102	-3	2	1.4
Cc1noc(C)c1CSCC(=O)N(CC(C)C)c1c(N)n(Cc2ccccc2)c(=O)[nH]c1=O	-3	-13	-2	-2	-3	93	1	-7	-1.2
O=C(/C=C/c1ccc(Cl)c([N+](=O)[O-])c1)Nc1cccnc1	18	-4	2	2	1	105	3	-3	0.9
O=C(c1cc2cc(Cl)ccc2[nH]1)N1CCN(c2ccccn2)CC1	-11	12	-3	2	1	108	-6	1	0.2
COc1cc(/C=C2\C(=O)ON=C2c2ccccc2)cc(Cl)c1O	-14	-5	-3	2	-3	110	35*	3	-3.5
COc1ccc(Br)cc1S(=O)(=O)N1CCN=C1C	7	-12	-5	-8	1	95	-2	-5	3.8
CC(C#N)Sc1nnc(-c2ccccc2F)n1C1CC1 (configuration not stated)	-6	4	-5	6	-1	101	3	9	0.1
O=C(CCl)NC(Cc1c[nH]c2ccc(OCc3ccccc3)cc12)C(=O)O (configuration not stated)	-2	-7	0	-9	2	106	-2	6	-1.9
CC(=O)Oc1ccc2c(c1)OC(c1ccccc1)CC21CC(C)(C)NC(=S)N1 (configuration not stated)	-10	-11	-19	4	5	114	-1	0	1.2
Cc1nnsc1C(=O)N1CCCC(Nc2ccc(F)c(F)c2)C1 (configuration not stated)	5	-9	-3	-1	0	89	1	2	-0.3
C=CSc1sc(Cl)c(N2CCOCC2)c1[N+](=O)[O-]	9	6	1	5	-3	97	-5	-13	2.0
c1ccc(CSc2ncnc3ccccc23)cc1	-19	3	2	3	0	103	2	1	0.4
O=c1cc(O)c(-c2ccccc2)c(Cl)[nH]1	1	-6	1	-1	-1	106	2	5	0.0
COc1ccc(-c2cn(Cc3ccc(C(N)=O)cc3)c(CCN)n2)cc1	17	5	-2	13	-3	109	-3	1	1.6

Some of the entries above, set out differently.
Structure | ZTA DNA inh | EBNA-1 inh | CTSL1 counter | core dimer inh | PP1 counter | CR mimetic SO | TPT1 inhibitor | GASC-1 inh | PP5 inh
Cc1noc(C)c1CSCC(=O)N(CC(C)C)c1c(N)n(Cc2ccccc2)c(=O)[nH]c1=O | -3 | -13 | -2 | -2 | -3 | 93 | 1 | -7 | -1.2
O=C(/C=C/c1ccc(Cl)c([N+](=O)[O-])c1)Nc1cccnc1 | 18 | -4 | 2 | 2 | 1 | 105 | 3 | -3 | 0.9
O=C(c1cc2cc(Cl)ccc2[nH]1)N1CCN(c2ccccn2)CC1 | -11 | 12 | -3 | 2 | 1 | 108 | -6 | 1 | 0.2
COc1cc(/C=C2\C(=O)ON=C2c2ccccc2)cc(Cl)c1O | -14 | -5 | -3 | 2 | -3 | 110 | 35* | 3 | -3.5
COc1ccc(Br)cc1S(=O)(=O)N1CCN=C1C | 7 | -12 | -5 | -8 | 1 | 95 | -2 | -5 | 3.8
CC(C#N)Sc1nnc(-c2ccccc2F)n1C1CC1 (configuration not stated) | -6 | 4 | -5 | 6 | -1 | 101 | 3 | 9 | 0.1
O=C(CCl)NC(Cc1c[nH]c2ccc(OCc3ccccc3)cc12)C(=O)O (configuration not stated) | -2 | -7 | 0 | -9 | 2 | 106 | -2 | 6 | -1.9
CC(=O)Oc1ccc2c(c1)OC(c1ccccc1)CC21CC(C)(C)NC(=S)N1 (configuration not stated) | -10 | -11 | -19 | 4 | 5 | 114 | -1 | 0 | 1.2
Cc1nnsc1C(=O)N1CCCC(Nc2ccc(F)c(F)c2)C1 (configuration not stated) | 5 | -9 | -3 | -1 | 0 | 89 | 1 | 2 | -0.3
C=CSc1sc(Cl)c(N2CCOCC2)c1[N+](=O)[O-] | 9 | 6 | 1 | 5 | -3 | 97 | -5 | -13 | 2.0
c1ccc(CSc2ncnc3ccccc23)cc1 | -19 | 3 | 2 | 3 | 0 | 103 | 2 | 1 | 0.4
O=c1cc(O)c(-c2ccccc2)c(Cl)[nH]1 | 1 | -6 | 1 | -1 | -1 | 106 | 2 | 5 | 0.0
COc1ccc(-c2cn(Cc3ccc(C(N)=O)cc3)c(CCN)n2)cc1 | 17 | 5 | -2 | 13 | -3 | 109 | -3 | 1 | 1.6

(cont.)
SMILES	ZTA DNA inh	EBNA-1 inh	CTSL1 counter	core dimer inh	PP1 counter	CR mimetic SO	TPT1 inhibitor	GASC-1 inh	PP5 inh
CC(=O)c1cccc(S(=O)(=O)N2CCCC(c3nc4c(nnn4Cc4cccc(Cl)c4)c(=O)[nH]3)C2)c1 (configuration not stated)	-7	-3	1	31	20*	95	2	-12	2.8
Cc1ccnc2nc(C(=O)OCC(=O)N(CC(C)C)C3CCS(=O)(=O)C3)nn12 (configuration not stated)	8	·	·	·	-1	84	·	-2	1.1
Cc1ccccc1CSc1nc2n(n1)C(c1cccs1)C1=C(CCCC1=O)N2 (configuration not stated)	-9	4	0	1	3	101	-3	4	1.9
COCCC(=O)N1CCC(Oc2ccc(C(=O)N(C)Cc3cc(C)no3)cc2)CC1	9	-9	-3	-3	-3	108	4	5	2.4
O=C(NCCCN1CCOCC1)C(=O)NCc1ccco1	4	5	0	8	4	111	-2	7	-0.5
CC(=O)N(CC(=O)Nc1sc(C)c(C)c1C(N)=O)Cc1ccccc1	1	6	0	-1	-3	96	-2	12	3.1
CCCCC1=CC2=CC(=O)C(C)(OC(=O)CC)C(=O)C2=CN1C1CCCC1 (configuration not stated)	-4	6	-2	9	-4	90	-6	3	2.2
C#CCNC(=O)C1=C[C@@H](c2coc3ccccc3c2=O)[C@H](CCCO)[C@@H](OCC)O1	1	8	1	1	0	·	-6	7	-0.3
Cc1ccc(O)c(C(=O)CC(=O)c2ccc(C(C)(C)C)cc2)c1	6	-8	-2	8	-3	111	3	3	0.3
CSCCC(NC(=O)c1ccccc1Br)C(=O)NC(C)CCc1ccccc1 (configuration not stated)	-12	9	-2	-3	-2	95	-3	-25	2.0
Cc1cc(C)nc(CCNC(=O)c2cc(COc3c(C)cccc3C)on2)n1	11	-6	-2	-2	-7	105	0	13	-2.3
Cc1ccc(-c2n[nH]c(=O)c3ccccc23)cc1S(=O)(=O)NCC1CCCO1 (configuration not stated)	0	14	0	7	3	95	-1	10	0.3
O=C(COc1ccccc1F)N/N=C1\CCCc2ccccc21	6	0	1	-1	-4	96	1	8	2.7
COc1ccc(C(c2c(C)[nH][nH]c2=O)c2c(C)[nH][nH]c2=O)cc1Br	-4	-7	4	-6	2	94	-1	13	-1.6
CSc1ccccc1OCc1cc(C(=O)N(C)CCc2c(C)n[nH]c2C)no1	10	-15	-12	-4	-2	93	0	-17	-0.5
O=C(O)c1ccccc1Nc1ccc([N+](=O)[O-])c2nonc12	-1	-15	1	-13	1	114	-24	0	1.5
O=C(Nc1cc(F)ccc1F)c1cccc(-n2cnnn2)c1	-6	-4	3	-1	0	93	0	-5	-2.0
O=C(CCSc1ccccc1)Nc1nnc(-c2cccs2)o1	9	-7	-14	-19	-3	100	2	4	0.4
CN(C)/C=C1\NC(=S)N(c2ccc(Cl)cc2)C1=O	-7	-11	4	4	-1	106	10	-40	-0.4
O=C(Nc1cccc(S(=O)(=O)N2CCCCC2)c1)c1ccccc1NS(=O)(=O)c1ccc(F)cc1	16	4	-1	32	10	106	2	4	8.7
Cc1ccc(C)c(NC(=O)CN(C)C(=O)CN2C(=O)C3CCCCC3C2=O)c1 (configuration not stated)	1	4	2	-2	0	98	2	11	-1.4
Cc1c(C(=O)NCCN2CCOCC2)oc2ccccc12	7	-2	-1	0	1	104	1	5	1.4
CCOCCn1c(CN2CCC(Cc3ccccc3)CC2)nc2c1c(=O)n(C)c(=O)n2C	1	5	1	-6	-2	89	-5	-3	-1.1
CCn1c(-c2ccc([N+](=O)[O-])cc2)n[nH]c1=S	-6	-6	4	-5	-2	91	-2	14	-1.0
CCCCNC(=O)CNC(=O)c1cccs1	-2	-6	2	-2	3	95	-2	2	1.4
CCCC(=O)Nc1ccc(NC(=S)NC(=O)c2ccccc2[N+](=O)[O-])cc1	-4	-1	-15	-6	1	89	-1	-12	3.3
COc1ccc(CCNC(=O)COC(=O)c2cc(=O)c3ccccc3o2)cc1	15	·	·	·	-6	90	·	-3	1.6
Cc1c(N=Cc2ccc(-c3ccc(Cl)cc3)o2)c(=O)n(-c2ccccc2)n1C	-4	-8	0	6	1	103	-1	-5	-1.1
COc1cccc(NC(=O)Cn2c(SCC(=O)N3CCOCC3)nc3ccccc32)c1	4	-3	-1	-1	-1	93	2	-10	-2.0
O=C(NCc1ccccn1)c1cc2c(ccc3ccccc32)oc1=O	-2	-7	0	8	-1	94	4	-6	0.0
Cc1csc(NC(=O)c2ccc3nc[nH]c3c2)n1	6	-19	0	-9	-10	101	0	-24	2.0
C/C(NC(=O)c1cccs1)=C1\C(=O)C[C@@H]2[C@H]1C2(C)C	6	15	6	4	0	86	-6	-1	0.7
CCCCc1cn([C@@H](CCCCN)C(=O)N2CCNCC2)nn1	-19	-14	0	-4	1	103	-9	0	2.8
Cc1ccc(NC(=O)C(=O)NCCCN2CCOCC2)c(C)c1	-14	4	13	-5	-3	100	0	-4	0.9
O=C(NC1CCCC1)c1ccc(COCC(F)(F)F)o1	-1	8	-3	-5	-3	92	1	2	-1.2
COC(=O)[C@@H]1CCCN1C(=O)CCc1nnc(C2CCCCC2)o1	-14	-1	-3	-2	-1	96	-3	34	2.8
O=C(Nc1cccc(F)c1)NC1(C(=O)N2CCN3CCCC3C2)CCCCC1 (configuration not stated)	-2	-19	-3	-5	3	94	2	1	1.9
